RECQ1 inh = blocks DNA unwinding by human RECQ1; P46063; RECQ1 DNA unwinding, red fluorescence kinetic read; Potency, µM (top dose mostly 57.3 µM), without a hit: at the highest dose activity, negative = inhibition, usual class: inhibitors; 0.54% of 240,000 active; AID 2549;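 further: plate controls were vehicle for no effect and no enzyme for full effect; nearly all actives have a fitted effect of over 30% in size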
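RECQ1T1 50 nM; forked duplex (20 bp + 30-nt ss tails) 200 nM, ATP 2 mM final; pH 8.0, 2 mM MgCl2, 2.5 ug/ml poly(dI-dC); 15 min compound preincubation; discontinuous kinetic read over 2 h at RT.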
TRb SRC2 PPI = inhibitors of human thyroid hormone receptor beta-SRC2 interaction; P10828; TRbeta-SRC2 peptide binding, fluorescence polarization; receptor liganded with 1 µM T3; Potency, µM (highest dose often 106 µM), for inactives: top-dose activity change, negative = inhibition, actives largely listed as inhibitors; 0.065% of 280,000 active; AID 1469;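 further: plate controls were bound peptide for no effect and peptide without receptor for full effect; nearly all actives have a fitted effect of over 50% in size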
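Polarization signal, normalized between peptide-alone and full complex controls, measured compound effects on T3-liganded human TRb LBD (0.6 uM) binding 20 nM Texas Red SRC2 peptide after 5 hr.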
HTT cytoprotect = cytoprotection in Huntington HTT-Q103 PC12 cell model. PC12 HTT-Q103 induced, cytoprotection, ATP luminescence, 40 h. Potency, µM (series often up to 56.4 µM), for inactives: cytoprotection (ATP increase), actives largely listed as activators. 0.14% of 230,000 active;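 further: % of control where 0% means no effect; nearly all actives have a fitted effect of over 45% in size; toxic huntingtin expression switched on by the ecdysone agonist tebufenozide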
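Huntington model: PC12 line, ecdysone-inducible HTTQ103 exon1–GFP, tebufenozide 100 nM. Test articles in a dose series. Endpoint luminescence from cellular ATP.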
Tau FP inhib = blocks human tau fibril formation measured by polarization; K18 P301L tau heparin fibrillization, Alexa594 FP, 6 h; Potency, µM (doses to about 57.7 µM), inactives show at the highest dose activity, negative = inhibition, actives largely listed as inhibitors; 0.39% of 280,000 active; further: on the % scale 0 is the no-effect control and ±100 the full control effect; nearly all actives have a fitted effect of over 55% in size
Target sequence (P10636 561-689 P618L limits assumed): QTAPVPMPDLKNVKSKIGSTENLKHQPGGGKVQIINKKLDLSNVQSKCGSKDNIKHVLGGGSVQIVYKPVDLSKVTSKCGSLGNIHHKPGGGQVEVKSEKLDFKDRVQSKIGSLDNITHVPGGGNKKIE
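Recombinant K18 P301L […], labeled with Alexa 594 at 0.24 uM over 15 uM unlabeled; heparin inducer 20 uM final; 37 C, 6 hr; FP endpoint.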
TexasRed fluor = alters Texas Red total fluorescence, flagging assay interference; 0.29% of 280,000 active; Potency, µM (highest dose often 106 µM), without a hit: at the top dose fluorescence change, negative = quenching; TRb/SRC2 Texas Red total fluorescence interference; AID 1479; active means well fitted curve in either direction with a large enough effect; inconclusive means small, poorly fitted or top-dose-only effect; further: on the % scale 0 is the no-effect control and ±100 the full control effect
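Human TRb ligand-binding domain at 0.6 uM with 20 nM Texas Red SRC2 peptide in Tris buffer containing 1 uM T3 and 5% DMSO, incubated with compound 5 h at ambient temperature. Total fluorescence (555/632 nm) calculated as parallel + 2 × perpendicular.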
Tau fluor cs = counter-screen for tau fibril formation inhibitors; tau K18 P301L Alexa594 fluorescence, heparin fibrillization; Potency, µM (series often up to 57.7 µM), without a hit: at the highest dose activity change, negative = decrease; 0.93% of 280,000 active; AID 1463; further: on the % scale 0 is the no-effect control and ±100 the full control effect; nearly all actives have a fitted effect of over 55% in size
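Human K18 P301L tau (15 uM unlabeled plus 0.24 uM Alexa 594-labeled, final) in 100 mM sodium acetate pH 7 was mixed with compound and 20 uM heparin and incubated 6 hr at 37 C.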
L3MBTL1 block = L3MBTL1 (human) inhibition; AlphaScreen L3MBTL1–H3K9me1 peptide binding; Q9Y468; 0.66% of 230,000 active; Potency, µM (doses to about 57.1 µM), for inactives: top-dose activity, negative = inhibition, usual class: inhibitors; AID 485360; further: on the % scale 0 is the no-effect control and ±100 the full control effect; nearly all actives have a fitted effect of over 60% in size
Target sequence (Q9Y468 whole entry, looked up): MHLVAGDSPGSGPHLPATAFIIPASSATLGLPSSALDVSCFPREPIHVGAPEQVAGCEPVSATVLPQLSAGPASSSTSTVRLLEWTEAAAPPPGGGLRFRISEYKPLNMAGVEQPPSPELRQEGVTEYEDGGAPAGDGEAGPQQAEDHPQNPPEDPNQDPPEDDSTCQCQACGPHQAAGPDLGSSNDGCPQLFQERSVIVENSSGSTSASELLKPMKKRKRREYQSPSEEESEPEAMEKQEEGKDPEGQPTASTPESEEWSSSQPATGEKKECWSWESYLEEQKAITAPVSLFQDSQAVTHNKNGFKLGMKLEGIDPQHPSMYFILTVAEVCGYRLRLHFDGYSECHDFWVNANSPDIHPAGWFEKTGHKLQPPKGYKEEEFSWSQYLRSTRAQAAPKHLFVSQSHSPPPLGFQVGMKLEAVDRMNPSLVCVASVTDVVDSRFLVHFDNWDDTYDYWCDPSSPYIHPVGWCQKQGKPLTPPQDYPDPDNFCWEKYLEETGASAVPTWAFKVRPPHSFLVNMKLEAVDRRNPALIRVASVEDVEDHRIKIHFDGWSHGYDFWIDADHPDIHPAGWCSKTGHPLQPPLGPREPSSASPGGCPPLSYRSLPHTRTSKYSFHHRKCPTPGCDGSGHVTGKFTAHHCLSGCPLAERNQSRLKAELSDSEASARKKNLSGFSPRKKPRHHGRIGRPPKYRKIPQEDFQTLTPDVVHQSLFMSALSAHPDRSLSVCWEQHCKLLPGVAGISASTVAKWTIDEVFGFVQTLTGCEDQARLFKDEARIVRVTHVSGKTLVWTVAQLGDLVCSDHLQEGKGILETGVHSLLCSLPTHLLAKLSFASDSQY
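L3MBTL1 (50 nM) pre-complexed 30 min with biotinylated H3(1-15)K9me1 peptide (75 nM), then compounds added for 30 min at room temperature; AlphaScreen streptavidin donor/nickel chelate acceptor beads (10 ug/mL final) read after 30 min dark incubation.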
Tau ThT inhib = blocks human tau fibril formation measured by thioflavin T; P10636; recombinant tau K18 P301L, heparin-induced fibrillization, ThT fluorescence; Potency, µM (series often up to 57.4 µM), for the others: top-dose activity, negative = inhibition, most hits filed as inhibitors; 2.1% of 270,000 active; AID 1460; further: on the % scale 0 is the no-effect control and ±100 the full control effect; nearly all actives have a fitted effect of over 55% in size
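Fibril formation assay: tau K18 P301L at 15 uM with trace Alexa 594 label, heparin inducer 20 uM, pH 7 sodium acetate buffer, 37 C for 6 hr; endpoint ThT signal.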
Active calls of the source: *; i = inactive; ? = inconclusive; . = no result given; & = joins results of further samples; [ ] = another dose, or the depositor's remark. Unless noted, the call rests on the fitted dose curve; in most records, active means well fitted curve in the direction sought with a large enough effect; inconclusive means small, poorly fitted or top-dose-only effect, or another doubt; inactive means no such curve, though single readings can be large; an effect the other way counts as inactive or inconclusive. Potency means the concentration at half of the fitted maximal effect. A portion of the library; the hit share may differ from the screen's.

Sequence of screens – Tau FP inhib	Tau fluor cs	Tau ThT inhib	TRb SRC2 PPI	RECQ1 inh	HTT cytoprotect	L3MBTL1 block	TexasRed fluor
Cn1c(=O)c2c(nc(NCc3ccco3)n2Cc2ccc(Cl)cc2Cl)n(C)c1=O
→ 2%	-12%	-10%	-20%	-11%	-20%	-16%	1%
Cc1ccc(N2CC(=O)N(NC(=O)CN3CCN(c4ccccc4)CC3)CC2=O)cc1
→ -5%	0%	0%	-1%	i	11%[10 µM]	-4%	-1%
COc1ccc(Nc2cc(=O)n(-c3ccccc3)c3c2c(=O)n(C)c(=O)n3C)cc1
→ -7%	-17%	-10%	-2%	i	10%[10 µM]	6%	-1%
CCOC(=O)C(Cc1ccccc1)C(=O)Nc1cccc2ccccc12 (configuration not stated)
→ -4%	-4%	-1%	-17%	8%	4%[10 µM]	0%	2%
CCc1ccc(C(=O)c2cn(CC(=O)Nc3cc(OC)ccc3OC)c3nc(C)ccc3c2=O)cc1
→ 5%	-14%	-12%	-5%	.	.	.	-2%
O=C(OCC(=O)N1CCN(C(=O)c2ccco2)CC1)c1cn(-c2ccccc2)nc1-c1ccccc1
→ 6%	-11%	-8%	0%	-14%	-14%	-3%	-2%
COc1ccc(CCNc2ncnc3nc[nH]c23)cc1OC
→ 1%	-1%	?	-16%	-11%	0%[10 µM]	6%	-4%
C/C(CCN1CCCc2nc(C)c(C)cc21)=N\O[C@@H](C)c1cn([C@@H]2COC[C@@H]2O)nn1
→ -7%[11.6 µM]	-2%[11.6 µM]	2%[11.5 µM]	1%[11.2 µM]	7%[11.5 µM]	-8%[10 µM]	.	-16%[11.2 µM]
Cc1cc(OCC(=O)Nc2ccc(N3CCCC3)cc2)cc(C)c1Cl
→ 5%	?	?	-2%	-10%	-8%	.	-6%
CSc1ccc(Cl)c(C(=O)OCC(=O)NCC(C)C)c1
→ 4%	-6%	-9%	0%	1%	-22%	.	1%
CCn1c(=O)n(CC)c2cc(S(=O)(=O)NCCOc3ccccc3)c(C)cc21
→ -5%	-5%	-13%	-11%	6%	25%	.	1%
COc1cc2c(cc1OC)C(COc1ccc(F)cc1)N(C(=O)Cc1ccc(F)cc1)CC2 (configuration not stated)
→ -4%	-7%	2%	6%	.	.	.	-1%
CC(C)(C)C(=O)Nc1cc(NC(=O)C(C)(C)C)cc(C(=O)Nc2cc(C(=O)O)cc(C(=O)O)c2)c1
→ 6%	4%	4%	2%	i	.	-3%	0%
CC1CCCN(C(=O)CCS(=O)(=O)c2cc3c(cc2Cl)NC(=O)CO3)C1 (configuration not stated)
→ -6%	-16%	0%	1%	.	.	2%	3%
CN1c2ccccc2N(C)C1c1c(O)ccc2ccccc12
→ 0%	-3%	-4%	-2%	-1%	-4%[10 µM]	7%	-8%
Cc1nc(SCC(=O)N(C)C2CCCCC2)[nH]c(=O)c1Cc1ccccc1
→ 4%	-1%	-10%	-6%	5%	-11%	.	-1%
O=C(c1cc2c(ccc3ccccc32)o1)N1CCN(c2ncc(C(F)(F)F)cc2Cl)CC1
→ -1%	-1%	-22%	1%	-12%	-2%	.	0%
Cc1ccc(CSCC(=O)N2CCN(Cc3ccc4c(c3)OCO4)CC2)cc1
→ -12%	-9%	-14%	5%	4%	-4%[10 µM]	-4%	-2%
COC(=O)c1ccccc1NC(=O)CSc1nc2cccnc2n1C
→ 3%	-5%	-8%	-5%	i	3%[10 µM]	9%	0%
COc1ccc(OC)c(NC(=O)CCn2cnnn2)c1
→ 12%	-6%	0%	-2%	.	.	.	-11%
N#CC(C(=O)NC1CCCCC1)=C1CCCCC1
→ 14%	11%	4%	-4%	0%	.	6%	-4%
Cc1cc(C)c2oc(-c3cccc(NC(=O)c4ccco4)c3)nc2c1
→ ?	-27%	?	-15%	.	.	.	?
COc1cc(/C=C/C(=O)c2cccs2)cc(OC)c1OC
→ 1%	-6%	?	-7%	-18%	?	.	-2%
O=C(O)c1ccc(OCC(O)Cn2c3ccccc3c3ccccc32)cc1 (configuration not stated)
→ 2%	0%	6%	4%	0%	16%[10 µM]	6%	-1%
CCOC(=O)[C@@H]1C(c2c(OC)cc(OC)cc2OC)=NO[C@@H]1C(=O)OCC
→ 7%	0%	-5%	-1%	-19%	.	2%	1%
COc1cccc(CNS(=O)(=O)/C=C/c2ccc3c(c2)OCO3)c1
→ 0%	-19%	-17%	-9%	-4%	22%[10 µM]	3%	-2%
COc1cc(C(=O)N2CCC(NC(=O)C(Cc3ccccc3C)NC(C)=O)CC2)cc(OC)c1OC (configuration not stated)
→ 3%	6%	-2%	0%	-15%	5%	11%	-2%
Cc1ccccc1NC(=O)/C=C1\SC(=O)NC1=O
→ -11%	-11%	?	5%	-2%	?	.	-2%
Cc1cc(C)cc(NC(=O)COc2ccc(C(=S)N3CCOCC3)cc2)c1
→ 1%	-13%	-17%	-9%	1%	.	-4%	-4%
O=c1c2ccccc2c(C=NCc2ccccn2)c(O)n1-c1ccccc1
→ 0%	-8%	-1%	-10%	-1%	.	3%	-3%
O=C(CCn1c(=O)c2ccccc2n(Cc2ccc(Cl)cc2)c1=O)NCc1ccc2c(c1)OCO2
→ -11%	-1%	10%	-1%	.	.	.	?
O=c1[nH]c(=S)[nH]c2c1C(c1cc([N+](=O)[O-])c(N3CCOCC3)cc1N1CCOCC1)O2 (configuration not stated)
→ -1%	-8%	-16%	3%	-5%	-31%	6%	1%
Cc1nnsc1C(=O)N1CCN(c2cc(C(F)(F)F)ccn2)CC1
→ -4%	-22%	?	4%	i	8%[10 µM]	7%	0%
Cc1cc(=O)oc2cc(NC(=O)CC3(CC(=O)O)CCCC3)ccc12
→ -2%	-4%	-5%	-8%	2%	-14%[10 µM]	0%	-2%
Cc1ccc(C(=O)Nc2onc3c2CCCC3)cc1
→ -17%	-17%	-13%	0%	.	.	.	?
CN(C)C(=O)C1C2NC(=S)N(c3ccc(Cl)cc3)C1(C)Oc1ccc(Cl)cc12 (configuration not stated)
→ -3%	-10%	-15%	-14%	-16%	-40%	.	-1%
COc1ccccc1NC(=O)CSc1nnc2c3ccccc3n(C(C)C)c2n1
→ -3%	-25%	?	-5%	.	.	.	0%
CC12/C(=N/O)C3C4CC5C3/C(=N/O)C1C5C42 (configuration not stated)
→ -7%	1%	4%	-4%	i	6%	.	-1%
CCOC(=O)c1ccc[n+](CC(=O)Nc2ccccc2OC(F)F)c1
→ -2%	-3%	-5%	7%	-1%	-8%	5%	1%
CN(C)/C(=N\O)c1c(Cl)cccc1Cl
→ 1%	-5%	-9%	0%	-5%	-13%[10 µM]	1%	-3%
C=CCc1cccc(C2C(C)CCC3C(=O)N4C(Cc5c([nH]c6ccccc56)C4c4cc(OC)c(OC)c(OC)c4)C(=O)N32)c1 (configuration not stated)
→ 0%[11.6 µM]	?	-14%[11.5 µM]	6%[11.2 µM]	i[11.5 µM]	10%[10 µM]	.	-4%[11.2 µM]
O=C(O)CCNC(=O)CCCn1nnc2ccccc2c1=O
→ 7%	6%	1%	0%	-13%	18%[10 µM]	9%	-4%
COc1ccc2ccccc2c1-c1c(OC)ccc2ccccc12
→ ?	-5%&-2%	?	6%&-2%	7%&-12%	-39%&1%	.	-1%&0%
COc1cc(/C=C2\C(=O)N(CCC#N)N=C2C)c(Br)cc1OC(C)C
→ -11%	-4%	-16%	-22%	13%	-18%[10 µM]	-26%	2%
CCOC(=O)c1sc2nc(N3CCOCC3)c3c(c2c1N)CC(C)(C)N(C)C3
→ -3%	-9%	-5%	1%	-4%	-5%	-2%	-2%

A second format for part of the listing above.
mol | Tau FP inhib | Tau fluor cs | Tau ThT inhib | TRb SRC2 PPI | RECQ1 inh | HTT cytoprotect | L3MBTL1 block | TexasRed fluor
O=C(O)CCNC(=O)CCCn1nnc2ccccc2c1=O | 7% | 6% | 1% | 0% | -13% | 18%[10 µM] | 9% | -4%
COc1ccc2ccccc2c1-c1c(OC)ccc2ccccc12 | ? | -5%&-2% | ? | 6%&-2% | 7%&-12% | -39%&1% | . | -1%&0%
COc1cc(/C=C2\C(=O)N(CCC#N)N=C2C)c(Br)cc1OC(C)C | -11% | -4% | -16% | -22% | 13% | -18%[10 µM] | -26% | 2%

More records follow.
Sequence of screens – Tau FP inhib	Tau fluor cs	Tau ThT inhib	TRb SRC2 PPI	RECQ1 inh	HTT cytoprotect	L3MBTL1 block	TexasRed fluor
CC(=O)c1ccc(C(=O)N(Cc2cccnc2)c2nc3c(Cl)cccc3s2)cc1
→ 4%	-8%	-16%	0%	.	.	.	-1%
CC(Oc1ccc([N+](=O)[O-])cc1Cl)C(=O)Nc1ccc(C(N)=O)cc1 (configuration not stated)
→ -2%	-18%	-12%	-4%	i	-23%	47%[activator]	-4%
Cc1ccc(C)c(OCCSc2nnc(C)c(=O)[nH]2)c1
→ 0%	3%	0%	5%	2%	-13%	8%	0%
CC(=O)c1ccc(NC(=O)COCc2cc(-c3ccc(F)cc3)on2)cc1
→ -8%	-12%	?	3%	.	.	.	-3%
C[C@@H]1CC=C[C@H]2[C@H]1C(=O)N(Cc1ccccc1)[C@H]2c1ccc(-c2ccc(N(C)C)cc2)cc1F
→ 11%	?	?	3%	-6%	-7%[10 µM]	.	-1%
CC(=O)Nc1ccc(C(=O)OCC(=O)NC(=O)NC2CCCCC2)cc1
→ 1%	2%	1%	-15%	-9%	19%[10 µM]	-11%	-1%
CCC(C)c1ccc2oc(-c3ccc(NC(=O)c4ncn[nH]4)cc3)nc2c1 (configuration not stated)
→ 3%	-6%	11%	-20%	0%	-13%[0.074 µM]	3%	1%
CN1C[C@H](C(=O)N[C@]2(C)O[C@]3(O)[C@H]4CCCN4C(=O)[C@H](Cc4ccccc4)N3C2=O)C[C@H]2c3cccc4[nH]cc(c34)C[C@@H]21
→ .	.	.	-7%[53 µM]	20%[25.9 µM]	-1%[40.3 µM]	.	-2%[53 µM]
CCOC(=O)c1sc(N/N=C/c2ccccc2)nc1C
→ -3%	?	?	0%	i	34%[10 µM]	7%	-1%
CCS(=O)(=O)C(=C(Nc1ccc(OC)cc1)Nc1ccc(OC)cc1)S(=O)(=O)CC
→ -9%	-5%	-6%	-12%	-2%	9%[10 µM]	5%	-2%

Source: PubChem BioAssay
